TrxR1 substrate – is turned over as a substrate by rat TrxR1; purified TrxR1 substrate turnover, NADPH consumption readout; Potency, µM (titrated, usually from 114 µM), inactives show at the highest dose activity change, negative = substrate turnover; hit rate 0.01% among 390,000; AID 588456; note: potency is the fitted concentration of half-maximal effect; % is set by controls: 0 for no effect and ±100 for the full control effect; nearly all actives have a fitted effect of over 50% in size
Target sequence (O89049 whole entry, looked up): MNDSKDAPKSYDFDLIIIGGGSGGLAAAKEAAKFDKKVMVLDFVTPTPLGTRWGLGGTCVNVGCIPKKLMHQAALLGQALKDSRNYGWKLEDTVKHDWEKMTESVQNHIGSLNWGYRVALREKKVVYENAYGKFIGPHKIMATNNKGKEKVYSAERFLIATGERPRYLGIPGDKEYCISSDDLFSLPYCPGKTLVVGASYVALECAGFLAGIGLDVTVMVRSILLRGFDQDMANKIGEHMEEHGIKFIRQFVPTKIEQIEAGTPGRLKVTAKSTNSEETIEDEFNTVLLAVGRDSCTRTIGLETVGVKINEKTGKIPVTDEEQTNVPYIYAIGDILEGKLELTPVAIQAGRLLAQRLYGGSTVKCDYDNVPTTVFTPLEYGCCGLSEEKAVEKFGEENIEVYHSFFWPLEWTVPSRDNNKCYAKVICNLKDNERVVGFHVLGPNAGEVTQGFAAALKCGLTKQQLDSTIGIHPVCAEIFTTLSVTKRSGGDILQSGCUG
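Rat TrxR1, dispensed at 90 nM, was prereduced with 400 uM NADPH (final) for 5 min at ~22 deg C, then incubated with compound 15 min before 400 uM selenite. A first-read NADPH fluorescence drop versus no-compound background flagged substrates.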
USP1 inh – USP1/UAF1 (human) deubiquitinase inhibition; O94782; recombinant USP1/UAF1, Ub-Rhodamine cleavage fluorescence; Potency, µM (top dose mostly 57.1 µM), inactives show at the top dose activity change, negative = inhibition, actives largely listed as inhibitors; hit rate 0.23% among 390,000; AID 743255; note: potency is the fitted concentration of half-maximal effect; % is set by controls: 0 for no effect and ±100 for the full control effect; nearly all actives have a fitted effect of over 60% in size; inactives centre near -12
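Step one: compound is pinned into 1nM USP1/UAF1 in HEPES pH 7.8 buffer with TCEP. Step two: 15 min room-temperature incubation. Step three: Ub-Rho (150nM final) starts cleavage, tracked by fluorescence over six one-minute reads.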
mIDH1 inhibitor – human IDH1 R132H inhibition. O75874. IDH1-R132H enzyme, NADPH consumption, diaphorase/resazurin fluorescence. Potency, µM (top dose mostly 76.6 µM), inactives show at the highest dose activity change, negative = inhibition, usual class: inhibitors. hit rate 0.093% among 390,000; note: potency is the fitted concentration of half-maximal effect; % is set by controls: 0 for no effect and ±100 for the full control effect; nearly all actives have a fitted effect of over 65% in size
Target sequence (O75874 whole entry R132H, stated change not applied): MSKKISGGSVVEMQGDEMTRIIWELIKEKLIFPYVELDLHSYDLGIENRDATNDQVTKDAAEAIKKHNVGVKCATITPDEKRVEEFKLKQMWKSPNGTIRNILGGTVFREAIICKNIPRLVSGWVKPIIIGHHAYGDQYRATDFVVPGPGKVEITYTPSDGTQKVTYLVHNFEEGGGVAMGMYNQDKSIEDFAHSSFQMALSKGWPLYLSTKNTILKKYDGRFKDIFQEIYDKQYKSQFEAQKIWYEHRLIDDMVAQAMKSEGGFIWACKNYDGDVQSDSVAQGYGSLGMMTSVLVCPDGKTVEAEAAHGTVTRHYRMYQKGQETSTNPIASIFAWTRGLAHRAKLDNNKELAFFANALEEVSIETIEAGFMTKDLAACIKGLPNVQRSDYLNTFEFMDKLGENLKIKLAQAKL
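IDH1-R132H (0.5 ug/mL) preincubated 30 min with compound, then NADPH (0.016 mM) and alpha-KG (2 mM) added; 80 min at RT, pH 7.5. Remaining NADPH coupled via diaphorase/resazurin to fluorescence (540/590 nm); concentration-response curves normalized to no-enzyme control.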
rTrxR1 inhibitor – inhibitors of rat thioredoxin reductase 1; O89049; recombinant rTrxR1, NADPH fluorescence consumption, selenite substrate; Potency, µM (highest dose often 114 µM), inactives show at the highest dose activity change, negative = inhibition, hits mostly inhibitors; hit rate 1% among 390,000; AID 588453; note: potency is the fitted concentration of half-maximal effect; % is set by controls: 0 for no effect and ±100 for the full control effect; nearly all actives have a fitted effect of over 65% in size
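Rat TrxR1 (90 nM in the dispensed reagent) was pre-reduced with 400 uM NADPH for 5 min at room temperature, then incubated with compound for 15 min. After 400 uM selenite was added, NADPH fluorescence (Ex 340/Em 450 nm) was followed for 8 min.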
Pin1 inh – human Pin1 inhibition. Q13526. Pin1 FP peptide displacement, HiFluor488, 10 min. Potency, µM (top dose mostly 115 µM), inactives show at the highest dose activity, negative = inhibition, most hits filed as inhibitors. hit rate 0.009% among 390,000. AID 504891; active = well fitted inhibition curve with a large enough effect in the polarisation, with a control signal flat, not every such curve was filed as active; inconclusive = small, poorly fitted or top-dose-only effect, or effect the other way, or a change in a side signal; inactive = no such curve, though single readings can be large or run the other way; the % refers to the polarisation; note: potency is the fitted concentration of half-maximal effect; % is set by controls: 0 for no effect and ±100 for the full control effect
Target sequence (Q13526 whole entry, looked up): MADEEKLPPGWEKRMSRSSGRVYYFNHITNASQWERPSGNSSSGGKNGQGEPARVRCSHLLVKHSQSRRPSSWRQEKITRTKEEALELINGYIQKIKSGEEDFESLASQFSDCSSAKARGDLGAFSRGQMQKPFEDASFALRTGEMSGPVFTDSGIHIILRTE
GLS inhibitor – glutaminase GLS (human) inhibition; O94925; GLS enzymatic activity, qHTS titration; Potency, µM (series often up to 45.5 µM), inactives show at the highest dose activity change, negative = inhibition, most hits filed as inhibitors; hit rate 0.21% among 410,000; note: potency is the fitted concentration of half-maximal effect; % is set by controls: 0 for no effect and ±100 for the full control effect
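hKGA in 45 mM KH2PO4 (pH 8.2), 0.02% Tween-20 with compound, then 1mM L-Glutamine (stock as added) plus glutamate oxidase/HRP/Amplex red coupling mix. Fluorescence read initially and after 30 min at RT; signal change reflects glutamate formation.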
HP1b chromo inh – HP1-beta chromodomain-methylated histone interaction inhibition | Potency, µM (top dose mostly 114 µM), for inactives: top-dose activity change, negative = inhibition, hits mostly inhibitors | AID 540317 | P83916 | hit rate 0.56% among 390,000 | AlphaScreen HP1-beta / biotin-H3K9me3 peptide binding; note: potency is the fitted concentration of half-maximal effect; nearly all actives have a fitted effect of over 70% in size; inactives centre near 23
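Compound inhibition of the preformed complex between 50 nM HP1-beta and 50 nM biotinylated H3K9me3 peptide was read by AlphaScreen. Buffer was PBS pH 7.4 with 0.01% Tween-20. Incubations ran 30 min at room temperature, with 10 ug/mL donor/acceptor beads.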
PI4K2A block – PI4K2A (human) kinase inhibition; purified PI4K2A, ADP-Glo luminescence, 1 h; hits give low values; hit rate 0.13% among 420,000; Q9BTU6; activity change, negative = inhibition, % at 76.9 µM; in the data active = activity change below about -50%; inconclusive = mostly about -30% to -49%;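 note: -100% = wells without enzyme as full effect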
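Compounds are screened against recombinant PI4K2A using PI as substrate and ATP, the latter dispensed at 300 microM. Reactions run one hour at ambient temperature before ADP-Glo detection; full inhibition defined by wells lacking enzyme.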
PGK inhibitor – inhibitors of T. brucei phosphoglycerate kinase. PGK/GAPDH coupled, Kinase-Glo luminescence, 60 min. Potency, µM (series often up to 57.5 µM), inactives show at the highest dose activity change, negative = inhibition, actives largely listed as inhibitors. hit rate 0.043% among 380,000; note: potency is the fitted concentration of half-maximal effect; % is set by controls: 0 for no effect and ±100 for the full control effect; nearly all actives have a fitted effect of over 60% in size
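Recombinant glycosomal PGK reaction used 1,3-bisphosphoglycerate generated in-well by GAPDH (100nM final) in 100mM TEA pH 7.6, 5mM MgCl2, 0.01% Tween-20. After 60 minutes at room temperature, ATP was read by Kinase-Glo Plus luminescence end-point.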
Active calls of the source: *; i = inactive; ? = inconclusive; nt = not tested or not shown; & = joins results of further samples; [ ] = dose if it differs, or a comment. Unless noted, calls come from the whole dose curve; as a rule, active = well fitted curve in the direction sought with a large enough effect; inconclusive = small, poorly fitted or top-dose-only effect, or another doubt; inactive = no such curve, though single readings can be large; an effect the other way counts as inactive or inconclusive. An excerpt; count on the stated rates, not on these rows.

Below each compound – GLS inhibitor	Pin1 inh	USP1 inh	PI4K2A block	mIDH1 inhibitor	HP1b chromo inh	rTrxR1 inhibitor	PGK inhibitor	TrxR1 substrate
> CCOC(=O)c1c(C)[nH]c(C(=O)OC(C)C(=O)NC2CCCCC2C)c1C (centres undefined)
 : 1%	10%	-22%	-4	-4%	16%	3%	-7%	0%
> COC(=O)c1nc(NC(=O)C(C)C)n[nH]1
 : -4%	-15%	11%	1	1%	38%[activator]	-22%	-8%	-3%
> CCCOc1ccc(N2CC(C(=O)Nc3ccccc3C(=O)NCc3ccco3)CC2=O)cc1 (centres undefined)
 : 8%	-2%	0%	2	-1%	-16%	-1%	-2%	-5%
> CCCc1cc(C(=O)Nc2ccn(Cc3ccc(C)cc3)n2)no1
 : 0%	?	-7%	5	6%	67%[activator]	-6%	7%	-7%
> CCOC(=O)c1c(NC(=O)c2cc(-c3ccc(O)cc3)on2)sc(C(C)=O)c1C
 : ?	26%	-21%	-5	1%	26%	13%	-11%	12%
> Cc1ccc(NC2CCCN(C(=O)C3CCCCC3)C2)cc1C (centres undefined)
 : -23%	0%	-8%	1	-3%	12%	-8%	6%	-7%
> CSc1nc2c(ccc3ccccc32)o1
 : 4%	-5%	-14%	-3	6%	73%[activator]	-19%	-5%	-2%
> COc1ccc(-n2c(=O)cc(N3CCOCC3)[nH]c2=O)cc1
 : 2%	-1%	-9%	-1	1%	27%	3%	-5%	10%
> COc1cc2ccccc2cc1C(=O)OCC(=O)N1CCOCC1
 : -11%	-13%	-12%	10	1%	27%	15%	-4%	197%[activator]
> Cc1cc(-c2ccccc2)n2ncnc2n1
 : 1%	-2%	-18%	4	1%	37%	27%	3%	22%
> COc1cc(OC)cc(-c2c(-c3ccc(F)cc3)c3cc(-c4ccc5cc[nH]c5c4)ccc3n2C)c1
 : 1%	?	-24%	-2	1%	6%	31%[activator]	i	48%[activator]
> O=C(Cn1cnc([N+](=O)[O-])n1)N/N=C/c1cc(Cl)ccc1O
 : -2%	1%	-21%	3	3%	19%	1%[57.1 µM]	4%	-3%
> CCOCCc1nn2c(=O)cc(COC(=O)c3ccc4c(c3)OCO4)nc2s1
 : 1%	5%	-1%	2	7%	98%[activator]	4%[57.1 µM]	-8%	3%[57.1 µM]
> Cc1ccc(C)c(N2CCN(C(=O)c3cc4c(=O)n(Cc5ccco5)ccc4nc3C)CC2)c1
 : 5%	-2%	-16%	-19	-10%	-13%	-4%[57.1 µM]	1%	9%[57.1 µM]
> COc1ccc(Br)cc1CN(C)CC(=O)Nc1ccccc1Cl
 : 1%	0%	-6%	3	2%	83%[activator]	-11%	i	-14%
> CCOc1ccccc1CN1CCN(Cc2ccc(C)o2)CC1CCO (centres undefined)
 : 11%	-13%	-18%	0	-3%	32%	17%	-7%	4%
> CCOc1ccc(S(=O)(=O)n2cc(-c3ccc(F)cc3)c(N)n2)cc1
 : -13%	3%	-12%	6	-10%	18%	20%	-5%	-4%
> Cc1cc(NC(=O)Cc2c(F)cccc2Cl)no1
 : -1%	-11%	-11%	-5	0%	16%	-20%	nt	-6%
> CC(=O)Nc1ccccc1-c1ccccc1[N+](=O)[O-]
 : -10%	-1%	-16%	0	0%	18%[57 µM]	6%[2.29 µM]	-4%	4%[2.29 µM]
> COc1ccc(NS(=O)(=O)c2ccc(NC(=O)C3CC3)cc2)cc1
 : 17%	0%	-18%	2	3%	14%	-2%	5%	-1%
> CCOC(=O)c1c(NC(=O)CN(CC)CC)sc2c1CCC2
 : 23%	-2%	-11%	-2	2%	41%	-2%	-5%	4%
> COC(=O)c1ccc(NC(=O)c2ccccc2NS(C)(=O)=O)cc1
 : -2%	1%	-25%	3	0%	43%	19%[57.1 µM]	i	-21%[57.1 µM]
> CCOCCCNC(=S)N1CCCN(c2nc3cc(C)ccc3cc2C#N)CC1
 : -1%	1%	-16%	2	-15%	26%	-2%	-9%	-7%
> Cc1ccc(C)c(NC(=S)N(C)CCO)c1
 : 2%	0%	-17%	-7	6%	34%	-20%[57.1 µM]	1%	9%[57.1 µM]
> COC(=O)c1sc(N)nc1C(C)(C)C
 : 8%	-1%	-25%	1	7%	9%	15%	-10%	5%[57.1 µM]
> Cc1cccc(NC(=O)CCCCCN2C(=O)[C@@H]3Cc4ccccc4CN3C2=O)c1
 : -6%	1%	-19%	5	4%	29%	16%	5%	2%
> Cc1ccccc1NC(=O)CSc1nnc(Cc2ccccc2)c(=O)n1N
 : 8%	4%	-2%	2	3%	16%	-12%	6%	-10%
> COc1cc(/C=C/C(=O)N2CCN(C(=O)/C=C/c3cc(OC)c(OC)c(OC)c3)CC2)cc(OC)c1OC
 : -8%	-5%	-18%	3	12%	19%	20%	-2%	5%
> CC(CCc1ccccc1)NC(=O)COc1ccc(S(=O)(=O)N2CCOCC2)cc1[N+](=O)[O-] (centres undefined)
 : 2%	-1%	-20%	-6	1%	-6%	1%	-9%	-5%
> CC(NC(=O)C1CCN(S(=O)(=O)c2ccc(F)cc2)CC1)c1ccccc1 (centres undefined)
 : -6%	-4%	-7%	-1	0%	12%	5%	-1%	-2%
> COc1ccc(/C=N/Nc2nc3ccccc3o2)cc1OC
 : 7%	3%	-6%	-1	10%	35%	-9%[57.1 µM]	nt	9%[57.1 µM]
> CCc1ccc(NCc2cc3ccc(OC)cc3n(CC(=O)Nc3cccc(Cl)c3C)c2=O)cc1
 : 4%	-8%	-32%	3	-12%	41%[activator]	24%	-3%	3%
> CC(C)=CCN1CCN(Cc2ccoc2)CC1CCO (centres undefined)
 : 4%	-1%	-37%	-3	4%	6%	10%[57.1 µM]	-9%	11%
> CCOC(=O)C1=C(CN2CCc3ccccc32)NC(=O)NC1c1ccc(Cl)cc1 (centres undefined)
 : 21%	6%	-8%	1	-1%	-14%	-1%	-1%	-11%
> O=C(CN1C(=O)c2ccccc2C1=O)Nc1cccc2cccnc12
 : 2%	2%	-12%	4	16%	31%	14%	3%	2%
> CCC(=O)Nc1ccc(/C(C)=N\NC(=O)c2ccc(C)s2)cc1
 : 1%	3%	-14%	-4	-6%	66%[activator]	7%	-1%	11%
> COc1ccc(-n2nc(C(=O)NCC(=O)Nc3cccc(NC(C)=O)c3)c3ccccc3c2=O)cc1
 : -6%	11%	8%	0	6%	25%	9%[57.1 µM]	-7%	6%[57.1 µM]
> COc1ccc(N2CCN(c3ccc([N+](=O)[O-])nc3)CC2)cc1
 : -14%	0%	-9%	-1	11%	21%	29%[57.1 µM]	-8%	9%
> c1ccc(NCc2nc3ccccc3n2CCOc2ccccc2)cc1
 : 10%	0%	-13%	-4	-1%	-6%	4%	-2%	3%
> CC(=O)N(c1cc(C)ccc1C)c1ccccc1[N+](=O)[O-]
 : -13%	2%	-9%	-5	2%	7%[57 µM]	12%[57.1 µM]	3%	4%[57.1 µM]
> CCN(Cc1ccc(OC)c(F)c1)C(=O)c1cc2ccccc2o1
 : 5%	-13%	?	0	-3%	36%[activator]	7%	6%	-6%
> Cc1ccc2c(C)c(C(=O)N3CCN(c4ncccn4)CC3)oc2c1C
 : 5%	-9%	-9%	1	9%	17%	11%	-8%	-4%
> CC(=O)Nc1ccc(NC(=O)c2cc(=O)c3ccccc3o2)cc1
 : -3%&7%	-2%&-2%	?	9&-1	-8%&12%	10%&36%	2%&-2%	-3%&0%	-5%&147%
> CC1(C)Cc2c(C#N)c(SCC(=O)O)nc(N3CCOCC3)c2CO1
 : 6%	-7%	-7%	-6	0%	33%	22%[57.1 µM]	i	-16%[57.1 µM]
> CCOc1ccc(N=C2NC(=O)C(CC(=O)Nc3ccc(OC)cc3)S2)cc1 (centres undefined)
 : 0%	2%	-9%	-1	-9%	19%	3%	8%	-6%
> O=C(/C=C\c1cn(-c2ccccc2)nc1-c1ccc2c(c1)OCCO2)N1CCOCC1
 : 3%	?	-9%	3	3%	17%	19%	nt	3%
> NC(=O)Nc1ccccc1C(=O)N1CCC(O)(c2ccc(Cl)cc2)CC1
 : 13%	-2%	7%	3	2%	14%	-9%	3%	-5%
> Cc1cc(C)nc(N2CCC(C(=O)NC3CCCCCC3)CC2)n1
 : 0%	-6%	-12%	5	-1%	11%	14%	-3%	5%
> O=c1n(-c2ccc(Br)cc2)cnn1-c1ncccc1[N+](=O)[O-]
 : 5%	0%	-19%	-2	18%	2%	21%[57.1 µM]	-7%	8%[57.1 µM]
> COc1ccccc1-c1c(C(F)(F)F)oc2cc(OC(=O)c3ccc([N+](=O)[O-])cc3)ccc2c1=O
 : -9%	-3%	-7%	-2	8%	?	15%[57.1 µM]	-2%	11%[57.1 µM]
> Cc1cc2ncc(-c3ccc(Cl)cc3)cn2n1
 : 0%	3%	-17%	3	3%	23%	16%[57.1 µM]	-7%	8%[57.1 µM]
> CCn1cc(C(=O)NN)c(=O)c2cc(F)c(N3CCN(C)CC3)cc21
 : 1%	0%	-8%	-3	12%	7%	-4%	nt	-5%

Source: PubChem BioAssay (National Center for Advancing Translational Sciences (NCATS))
